GLS inh: blocks human kidney-isoform glutaminase activity | O94925 | GLS enzymatic activity, qHTS titration | Potency, µM (doses to about 45.5 µM), without a hit: top-dose activity change, negative = inhibition, most hits filed as inhibitors | 0.21% of 410,000 active | AID 624170
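Read-out is an Amplex red fluorescence increase coupled through glutamate oxidase and HRP, measured before and after 30 min room-temperature incubation. hKGA is in 45 mM KH2PO4 (pH 8.2) with 0.02% Tween-20; glutamine added as 1mM solution.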
Tb PGK inh: T. brucei PGK inhibition | Potency, µM (titrated, usually from 57.5 µM), for the others: top-dose activity change, negative = inhibition, actives largely listed as inhibitors | P07378 | 0.043% of 380,000 active | PGK/GAPDH coupled, Kinase-Glo luminescence, 60 min; further: nearly all actives have a fitted effect of over 60% in size
Target sequence (P07378 whole entry, looked up): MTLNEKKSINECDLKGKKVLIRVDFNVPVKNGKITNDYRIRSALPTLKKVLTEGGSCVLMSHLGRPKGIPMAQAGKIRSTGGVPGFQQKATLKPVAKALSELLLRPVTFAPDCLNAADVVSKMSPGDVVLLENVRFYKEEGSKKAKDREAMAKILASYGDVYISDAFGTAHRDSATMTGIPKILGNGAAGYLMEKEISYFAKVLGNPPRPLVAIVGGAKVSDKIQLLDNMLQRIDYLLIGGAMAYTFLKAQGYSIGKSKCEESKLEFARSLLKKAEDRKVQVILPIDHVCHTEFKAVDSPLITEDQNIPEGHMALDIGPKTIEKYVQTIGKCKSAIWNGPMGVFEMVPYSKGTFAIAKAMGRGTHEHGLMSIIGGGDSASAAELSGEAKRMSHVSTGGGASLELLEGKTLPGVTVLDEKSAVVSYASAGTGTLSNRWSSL
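Luminescent ATP detection (Kinase-Glo Plus) follows a 60-minute room-temperature incubation, with wells lacking PGK as controls. Buffer: 100 mM TEA (pH 7.6), 5 mM MgCl2, 0.01% Tween-20. Coupling enzyme GAPDH (100 nM final) supplies unstable 1,3-BPG in-well.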
ALOX12 inh: inhibitors of human 12S-lipoxygenase ALOX12; 1.1% of 580,000 active; P18054; Potency, µM (series often up to 108 µM), inactives show at the highest dose activity change, negative = inhibition, actives largely listed as inhibitors; purified 12hLO, xylenol orange hydroperoxide absorbance
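Hydroperoxide product was detected by ferrous iron/xylenol orange as the 573 to 405 nm absorbance ratio. Arachidonic acid at 40 uM (final) was turned over for 30 min at room temperature by 150 nM human 12hLO, pH 7.0 Hepes buffer, after 15 min compound preincubation.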
* hit, by the source's call; i = inactive; ? = inconclusive; & = joins results of further samples; [ ] = remark or other dose. The call rests on the fitted dose curve; in most records, active means well fitted curve in the direction sought with a large enough effect; inconclusive means small, poorly fitted or top-dose-only effect, or another doubt; inactive means no such curve, though single readings can be large; an effect the other way counts as inactive or inconclusive. On the % scale 0 is the no-effect control and ±100 the full control effect; potency means the concentration at half of the fitted maximal effect. Not all compounds are listed; rates above refer to the full screens.

Molecule | GLS inh | Tb PGK inh | ALOX12 inh
O=Cc1cccc(OCc2cn(CC(=O)c3ccc(O)cc3)nn2)c1 | 7% | -3% | ?
O=C(CCNC(=O)N1CC(=O)Nc2ccccc21)NCc1cccc(C(F)(F)F)c1 | -3% | -5% | 4%
CSc1ncnc2c1ncn2CCCNCc1ccco1 | 1% | -8% | 4%
COc1ccc2c(c1)C(=O)C1(CC2)OC1c1cccnc1 (stereo not drawn) | -4% | -9% | 4%
NCC1C2CCC(O2)C1CO (stereo not drawn) | 2% | i | 1%
Cc1cc(C(=O)NNC(C)Cc2ccccc2)no1 (stereo not drawn) | 10% | i | ?
Cc1onc(-c2ccccc2)c1C(=O)OCC(=O)Nc1ccccc1Cl | -7% | i | -12%
COc1ccc([C@H]2N[C@]3(CCCN(Cc4ccc(F)cc4)C3=O)[C@H]3C(=O)N(C)C(=O)[C@@H]23)cc1 | -2% | 3% | ?
CC1(C)CN(CCc2ccccc2)C(=O)[C@H]1CC(=O)Nc1ccc(Br)cc1 | -1% | 0% | ?
Cc1cc(N(C)C)cc(C)c1N=Nc1cc[n+]([O-])cc1 | 17% | -19% | -25%
O=C(CCNC(=O)c1ccccc1Cl)Nc1ccc(S(=O)(=O)N2CCOCC2)cc1 | 5% | -1% | -13%
COc1ccc(NC(=O)c2ccc(-c3ccc(F)cc3)o2)cc1OC | -2% | -1% | -8%
CC(=O)Oc1ccc2c(c1)C(=O)CCCCCC(=O)O2 | 2% | -3% | 9%
COc1ccc(S(=O)(=O)Nc2ccc3c(c2)C(=O)N([C@@H](C)CO)C[C@@H](C)[C@H](CN(C)C(=O)CCCN(C)C)OCCCC[C@H](C)O3)cc1 | -3% | -9% | ?
C[C@@H]1CN([C@@H](C)CO)C(=O)CCCn2nncc2CO[C@H]1CN(C)C | 5% | -5% | 45%[activator]
Cc1cccc(C(=O)OCC(=O)Nc2sccc2C(N)=O)c1C | -10% | -5% | -2%
CCN(CC)C(=O)C1=C(C)N(Cc2ccc(F)cc2)C(=O)C(CC(=O)NC2CCCCC2)C1 (stereo not drawn) | 4% | -7% | 6%
C[C@@H]1CCCCO[C@@H](CN(C)Cc2ccncc2)[C@@H](C)CN([C@H](C)CO)C(=O)c2cc(NC(=O)c3ccccc3)ccc2O1 | -3% | -9% | 8%
COc1ccccc1Cn1c(=S)[nH]c2cc(C(=O)N3CC(C)CC(C)C3)ccc2c1=O (stereo not drawn) | -15% | i | -1%
COc1ccc(-c2c(C#N)cnc(C)c2C)c(O)c1OC | 7% | -1% | -23%
COC(=O)[C@@H](NS(=O)(=O)c1ccc(F)cc1Br)C(C)C | -7% | -7% | 10%
COc1ccc([C@H]2C[C@@H](O)[C@H](n3cc(-c4ccc(F)cc4)nn3)CN2C(=O)C2CCCCC2)cc1 | -4% | -4% | -42%
COc1ccc([N+](=O)[O-])c(C=CC(=O)c2ccccn2)c1 | -6% | -4% | -22%
CCC1NC(=O)c2cccnc2-n2c1nc1cc(F)ccc1c2=O (stereo not drawn) | 1% | -2% | 0%
COCOCCn1cc(CN2CCS(=O)(=O)N(Cc3ccc(-c4ccc(OC)nc4)cc3)C(C(C)C)C2=O)nn1 (stereo not drawn) | ? | -7% | ?

Ordered by the number under ALOX12 inh (smallest number first): some entries from above
Molecule | GLS inh | Tb PGK inh | ALOX12 inh
Cc1cc(N(C)C)cc(C)c1N=Nc1cc[n+]([O-])cc1 | 17% | -19% | -25%
CSc1ncnc2c1ncn2CCCNCc1ccco1 | 1% | -8% | 4%
CCN(CC)C(=O)C1=C(C)N(Cc2ccc(F)cc2)C(=O)C(CC(=O)NC2CCCCC2)C1 (stereo not drawn) | 4% | -7% | 6%

Next results
Molecule | GLS inh | Tb PGK inh | ALOX12 inh
CCn1cc(/C=C(\NC(=O)c2ccccc2OC)C(=O)N2CCOCC2)c2ccccc21 | 7% | -6% | -15%
CC(=O)Oc1ccc(N(C(C)=O)S(=O)(=O)c2ccccc2)c2ccccc12 | 5% | 1% | 4%
COc1ccc(CNC(=O)C2CCC(=O)N(C3CCCCCC3)C2)c(OC)c1 (stereo not drawn) | 0% | -6% | -7%
N#Cc1cccc(OC(=O)C2CCN(C(=O)c3ccc(F)cc3)CC2)c1 | -9% | -4% | -12%
Cn1c(=O)c2c(-c3ccccc3)n(-c3cc([N+](=O)[O-])ccc3O)cc2n(C)c1=O | 11% | 3% | -3%
CC(NCC(=O)Nc1ccccc1C(=O)NC1CC1)c1ccc(Cl)cc1 (stereo not drawn) | -1% | -1% | -5%
COC(=O)C[C@H]1C[C@H]2c3cc(NC(=O)Nc4ccc(C(F)(F)F)cc4)ccc3O[C@H]2[C@@H](CO)O1 | -6% | i | ?
O=C(NCc1ccco1)c1c(Cl)cccc1Cl | 2% | -1% | 6%
CC1=CC(C)C(=O)N(CCN2CCOCC2)C(C)=C1 (stereo not drawn) | 2% | -2% | -14%
CC1C(=O)N(Cc2cn(Cc3ccco3)nn2)CCS(=O)(=O)N1Cc1ccc(-c2ccncc2)cc1 (stereo not drawn) | -12% | -14% | -25%
CCOc1ccc(S(=O)(=O)N2CCCCC2)cc1NC(=O)Cc1cc(OC)c(OC)c(OC)c1 | -5% | 1% | -4%
CC(=O)N1CCN(S(=O)(=O)c2cccc(C(=O)OCc3ccc(F)cc3)c2)CC1 | -4% | 0% | 12%
O=C(COC(=O)c1cc(F)c(F)cc1Cl)NC1CCCCCC1 | 5% | -1% | 2%
COc1ccc(OC)c(CN2CCN(Cc3ccc(OC)c(OC)c3OC)CC2)c1 | 4% | i | ?
COc1ccc(Br)cc1CNC(=O)C1CCCN(S(=O)(=O)N2CCC(C)CC2)C1 (stereo not drawn) | -7% | -10% | -18%
c1ccc(CN=C2CCCc3ccccc3N2)cc1 | 1% | -2% | -7%
CCC[C@H]1CN(Cc2ccccc2)C(=O)[C@@H]1CC(=O)NC | -4% | -7% | -7%
COC(=O)c1csc(C2OC(CO)C(O)C2O)n1 (stereo not drawn) | -2% | -5% | -4%
CCN(CC)C(=O)C1=C(C)N(Cc2ccc(C(C)(C)C)cc2)C(=O)C(CC(=O)NC(c2ccccc2)c2ccccc2)C1 (stereo not drawn) | 4% | -4% | -2%
Nc1ccc(N2N=C(N3CCCC3)CC2=O)cc1 | 19% | 2% | 2%
COc1cccc(C(=O)NNS(=O)(=O)c2ccccc2)c1 | 13% | -8% | 10%
Cc1cc(C)nc(NS(=O)(=O)c2ccc(NS(=O)(=O)c3ccc(F)c(F)c3)cc2)n1 | -1% | 7% | -2%
COc1ccc(NC(=O)Cn2c([N+](=O)[O-])cnc2C)c(OC)c1 | 5% | -9% | -6%
Cc1cccc(NC(=O)c2cccc(S(=O)(=O)N(C)C3CCCCC3)c2)n1 | 2% | -5% | -10%
CN(C)c1nn2c(-c3ccccc3)nnc2o1 | -13% | i | 2%
CC(=O)NNc1nc(-c2ccccc2)c2cc(Cl)ccc2n1 | -5% | -3% | 1%
N#Cc1ccccc1COC(=O)c1cc(S(=O)(=O)N2CCOCC2)ccc1F | 3% | -9% | -9%
COc1ccc(-c2nc(S(=O)(=O)c3ccccc3)c(N3CCN(C)CC3)o2)cc1 | 5% | -6% | -16%
Cc1ccc(S(=O)(=O)N2C[C@@H](C)[C@]3(C2)[C@H](O)[C@H](OC(=O)Nc2cccs2)C[C@H]2C(=O)N(c4ccccc4)C(=O)[C@H]23)cc1 | -6% | 9% | ?
CCn1nc(C(=O)Nc2ccc3c(c2)OCCO3)c2ccccc2c1=O | -1% | -2% | -9%&16%
Cc1ccc(C(=O)OCC(=O)Nc2ccc(C)c(S(=O)(=O)N3CCCCC3)c2)o1 | 1% | -10% | -12%
COc1ccc(C2CCc3cc4c(cc3C2=NOC(C)=O)OCO4)cc1OC (stereo not drawn) | 8% | 2% | -29%
COc1ccc(NC(=O)c2ccc3c(c2)CCN3S(C)(=O)=O)cc1 | 1% | 3% | 1%
CCOC(=O)C1=NN2C(O)C3(C)CC(C(=O)OCC)=NN3C(O)C2(C)C1 (stereo not drawn) | 3% | -10% | 3%
CCN(CC1CCCO1)C(=O)CCc1nnc(CCc2ccccc2)o1 (stereo not drawn) | -4% | -2% | -19%
N#Cc1ccc2sn(-c3ccccc3)c(=O)c2c1 | 6.3µM* | -6% | 0.35µM*
CC(=O)N1CCC(C(=O)Nc2cc(S(=O)(=O)N3CCCCC3)ccc2C)CC1 | 6% | -8% | ?
CCOc1ccc(CCNC(=O)COC(=O)c2ccc(C)c(S(=O)(=O)N3CCOCC3)c2)cc1OCC | -2% | 8% | 12%
COc1ccc(NC(=O)COC(=O)Cc2cccs2)cc1Cl | -1% | 3% | -22%
CC(C)(C)Cc1c(-c2ccc(Cl)cc2)nc2ccc(Br)cn12 | 1% | -2% | ?
Cc1ccc(Cc2c(-c3ccc(Cl)cc3)nc3ccc(Cl)cn23)cc1 | 1% | -1% | ?
CSc1ncccc1C(=O)OCC(=O)N(C)Cc1ccc(C)cc1 | 4% | -19% | -6%
C[C@H]1CN([C@@H](C)CO)C(=O)CCCn2nncc2CO[C@H]1CN(C)C(=O)Cc1ccccc1 | 3% | 4% | -37%
CC(=O)N1CC2(CC(c3ccccc3C(F)(F)F)=NO2)CN1c1ccc(Cl)cc1 (stereo not drawn) | -8% | i | -2%
CSC[C@H]1CN(Cc2ccccc2)C(=O)[C@@H]1CC(=O)Nc1ccccc1 | 0% | -7% | -6%
COc1ccc(N(CC(=O)Nc2ccc(S(=O)(=O)N3CCOCC3)cc2)S(C)(=O)=O)cc1OC | 1% | -2% | -4%
CCCCC1(CC(=O)OCC)SCCN1C(N)=O (stereo not drawn) | -3% | i | -8%
COc1ccc(C(=O)N2CCOC2CNC(=O)C(=O)NCc2ccccn2)cc1 (stereo not drawn) | -1% | 4% | -3%
COc1ccc(C(=O)C2CCCN(C(=O)Cn3nc(C)nc3C)C2)cc1F (stereo not drawn) | -12% | i | 13%
COc1cc(/C=C/CNC[C@H]2O[C@@H](n3ccc(N)nc3=O)[C@H](O)[C@@H]2O)ccc1O | 8% | -7% | -2%

New compounds follow
Molecule | GLS inh | Tb PGK inh | ALOX12 inh
O=C(NC1CCCCC1)c1ccc2ccccc2c1O | 3% | -7% | -15%
Cc1ccc(N(CC(=O)N2CCCCCC2)S(C)(=O)=O)c(C)c1 | 8% | -9% | ?
COc1cccc(S(=O)(=O)N(C)C[C@H]2OCc3cn(nn3)CCCC(=O)N([C@H](C)CO)C[C@@H]2C)c1 | 1% | -7% | 15%
O=C1c2ccccc2-c2ccccc2NC1O (stereo not drawn) | 4% | -8% | 11%
C[C@@H]1CN([C@@H](C)CO)C(=O)CCCn2nncc2CO[C@H]1CN(C)S(=O)(=O)c1ccc(F)cc1 | 7% | 0% | 0%
O=C1NC(=O)C(=CC=Cc2ccccc2)S1 | 9% | -9% | -3%
Cc1ccccc1-n1nc2c(c1NC(=O)C1CC1)CS(=O)(=O)C2 | 0% | 3% | -8%
CC1CCCN(CC(=O)Nc2ccc(S(=O)(=O)N3C(C)CCCC3C)cc2)C1 (stereo not drawn) | -9% | i | -29%
Cc1ccc(NC(=O)c2nc[nH]c2C(=O)Nc2ccccc2F)cc1 | -5% | -4% | ?
CC1=C(C(=O)N(C)C)CC(CC(=O)NCc2cccc3ccccc23)C(=O)N1CCCN1CCCC1=O (stereo not drawn) | 2% | -5% | -11%
COc1ccc(CN2CCN(C(=O)c3ccccc3C(=O)c3ccccc3)CC2)cc1F | 9% | -7% | 7%
Cc1cn([C@H]2C[C@H](O)[C@@H](CNCc3ccc4ncccc4c3)O2)c(=O)[nH]c1=O | -13% | -10% | 18%
CC(C)CC1C(=O)N(Cc2cn(CCC3OCCCO3)nn2)CCS(=O)(=O)N1Cc1ccc(-c2ccccc2)cc1 (stereo not drawn) | 0% | i | 0%
Cc1ccc(S(=O)(=O)Nc2ccc3c(c2)C(=O)N([C@H](C)CO)C[C@H](C)[C@H](CN(C)C(=O)Nc2cccc4ccccc24)OCCCC[C@@H](C)O3)cc1 | 0% | 6% | ?
CNC[C@@H]1Oc2cc(Br)ccc2S(=O)(=O)N([C@@H](C)CO)C[C@@H]1C | 0% | 11% | ?

Record cards, from the list above.
Shown for COc1cccc(S(=O)(=O)N(C)C[C@H]2OCc3cn(nn3)CCCC(=O)N([C@H](C)CO)C[C@@H]2C)c1 = GLS inh = 1%; Tb PGK inh = -7%; ALOX12 inh = 15%
Shown for Cc1ccc(N(CC(=O)N2CCCCCC2)S(C)(=O)=O)c(C)c1 = GLS inh = 8%; Tb PGK inh = -9%; ALOX12 inh = ?
